# High-throughput results deposited in PubChem BioAssay by several laboratories.
# sEH inh: inhibitors of human soluble epoxide hydrolase; P34913; recombinant human sEH enzymatic activity assay; AID 707; actives 0.34% (n = 91,000); inhibition, % at 2 µM; in the data active = inhibition above about 80%; note: values of inactives mirror those of a sister screen read the other way; many of its hits are not listed in these tables
# HUVEC tox IL1B: toxic to HUVEC cells under IL-1B stimulation; cell count reduction, % at 2 µM; HUVEC cell count loss, Hoechst imaging, IL-1B stimulated; AID 845; actives 0.41% (n = 94,000);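 active = cell count reduction more than 3 SD above the screen-wide mean, cut at about 70% in these data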;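 note: normalized per plate to untreated control cells as the no-loss baseline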
# cytoskel mod: alters cytoskeleton assembly in HUVEC cells | HUVEC TNFa F-actin phalloidin imaging, high content | inhibition, % at 2 µM | actives 0.18% (n = 91,000) | AID 836;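 active = inhibition above the batch mean plus 3 SD and confirmed as a hit by visual image inspection, cut at about 30% in these data, passing the limit was not always enough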; note: strong numbers were not always called active
# Calb biofilm kill: kills Candida albicans biofilms. actives 0.14% (n = 85,000). inhibition, % at 6 µM. C. albicans biofilm + clotrimazole, Alamar Blue;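 active = inhibition above 20%; inactive = inhibition below 20%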;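 note: preformed 24 hr biofilms exposed to compound for 48 hr; 0% = biofilm without compound and 100% = blank killed by clotrimazole plus chlorhexidine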
# TNFa cytotox: HUVEC cytotoxicity counter-screen, TNF alpha stimulated; AID 848; HUVEC TNFalpha-stimulated, Hoechst cell count, imaging; actives 0.17% (n = 93,000); cell count reduction, % at 2 µM;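 active = cell count reduction exceeding the screen mean by over 5 SD, scaled to untreated wells per plate, cut at about 78% in these data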;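 note: cells counted after 24 h of TNF alpha exposure following the 1 h pretreatment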
# VCAM1 TNFa inh: reduces TNF alpha induced VCAM1 expression in HUVEC | HUVEC TNFa-induced VCAM-1 immunofluorescence, high-content imaging | inhibition, % at 2 µM | actives 0.48% (n = 95,000);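 active = inhibition above the batch mean plus 3 SD, with images confirmed as a hit by eye, cut at about 37% in these data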;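 note: 0% = TNF-stimulated DMSO wells and 100% = unstimulated control wells; not every result past the cut was called active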
# sEH act: soluble epoxide hydrolase (human) activation. activation, % at 2 µM. actives 0.04% (n = 91,000). purified human sEH enzymatic activity, activator screen. AID 717; in the data active = activation above about 37%; note: values of inactives mirror those of a sister screen read the other way
# Smad3 inh: blocks human Smad3 binding to FoxH1 peptide; TR-FRET Smad3/Dy647-FoxH1 peptide binding, europium anti-His; inhibition, % at 25 µM; actives 0.29% (n = 88,000);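 active = compounds that reduce the energy-transfer binding signal between the protein and its labelled peptide by more than half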;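 note: 0% = Smad3 plus labelled peptide maximal FRET and 100% = peptide-only background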
# Target sequence (P84022 whole entry, looked up): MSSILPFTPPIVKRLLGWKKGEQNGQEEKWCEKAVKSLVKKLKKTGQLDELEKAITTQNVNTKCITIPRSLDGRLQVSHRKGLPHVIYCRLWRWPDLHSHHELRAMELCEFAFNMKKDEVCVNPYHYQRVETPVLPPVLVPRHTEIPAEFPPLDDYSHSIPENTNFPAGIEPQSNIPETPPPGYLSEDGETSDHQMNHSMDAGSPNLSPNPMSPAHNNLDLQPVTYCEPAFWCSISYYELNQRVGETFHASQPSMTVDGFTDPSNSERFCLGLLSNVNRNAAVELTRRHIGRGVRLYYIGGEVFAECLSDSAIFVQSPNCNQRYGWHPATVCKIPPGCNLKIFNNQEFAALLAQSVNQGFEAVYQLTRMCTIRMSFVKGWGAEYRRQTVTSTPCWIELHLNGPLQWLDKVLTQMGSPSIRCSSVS
# ERb SRC1 inh: blocks coactivator binding to human estrogen receptor beta; TR-FRET ER-beta LBD / SRC1-Cy5 peptide binding; receptor agonist-loaded with 1 µM estradiol; Q92731; AID 633; actives 1.3% (n = 86,000); inhibition, % at 25.6 µM;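 active = compounds whose percent inhibition of the receptor-coactivator binding signal exceeds about 50% in the single-dose screen, limit read from the data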;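 note: 0% = receptor plus peptide wells without compound and 100% = peptide-only wells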
# Target sequence (Q92731 whole entry, looked up, the tested form may be a part): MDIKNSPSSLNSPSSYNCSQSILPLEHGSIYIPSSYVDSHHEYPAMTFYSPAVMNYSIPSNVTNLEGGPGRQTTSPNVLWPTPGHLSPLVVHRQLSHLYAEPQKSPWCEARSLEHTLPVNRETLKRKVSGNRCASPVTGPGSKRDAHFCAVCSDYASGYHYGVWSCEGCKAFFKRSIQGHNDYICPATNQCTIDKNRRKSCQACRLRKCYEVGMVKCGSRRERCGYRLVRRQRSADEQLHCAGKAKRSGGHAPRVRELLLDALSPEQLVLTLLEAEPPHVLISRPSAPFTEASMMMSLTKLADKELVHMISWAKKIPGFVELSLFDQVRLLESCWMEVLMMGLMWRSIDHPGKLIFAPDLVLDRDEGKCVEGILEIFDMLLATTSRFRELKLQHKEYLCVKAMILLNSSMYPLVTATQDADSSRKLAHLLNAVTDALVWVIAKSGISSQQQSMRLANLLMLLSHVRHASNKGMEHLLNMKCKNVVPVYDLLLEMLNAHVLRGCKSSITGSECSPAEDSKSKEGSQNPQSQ
# An asterisk follows results filed as active; . = no result given; [ ] = dose if it differs, or a comment. Only part of the results is shown. The share of hits here may be higher or lower than overall.
SMILES,sEH inh,HUVEC tox IL1B,cytoskel mod,Calb biofilm kill,TNFa cytotox,VCAM1 TNFa inh,sEH act,Smad3 inh,ERb SRC1 inh
CC(C)(C)C(=O)Nc1cccc(C(=O)c2cccc(NC(=O)C(C)(C)C)c2)c1,3,-6,-4,-1,-22,3,-4,7,5
O=C(Nc1ccc(Cl)cc1F)C1CCN(S(=O)(=O)c2cccnc2)CC1,10,-11,-3,6,-6,7,-8,5,-3
COC(=O)C(NC=O)C(O)(Cc1ccccc1)C(F)(F)F (stereo unspecified),1,-15,1,8,-29,30,-2,8,-11[fluorescence artefact?]
COc1ccccc1CN(C(=O)c1ccco1)C(C(=O)NC1CCCC1)c1ccncc1 (stereo unspecified),-2,-4,28,-5,-24,-4,3,-4,-1
O=C(NCCCN1CCCC1)C1CCN(C(=O)c2cc3sccc3n2Cc2ccc(F)cc2)CC1,14,9,.,5,-14,-6,-14,-1,12[fluorescence artefact?]
COc1ccc(CCN(Cc2cc3cccc(C)c3[nH]c2=O)C(=O)N2CCCC2)cc1OC,-5,-7,-19,0,-7,91*,5,1,-6
Cc1nc2c(cc(Oc3ccc(S(=O)(=O)N4CCOCC4)cn3)c3ccsc32)s1,.,4,26,2,-28,5,.,5,-3[fluorescence artefact?]
O=C1CC(N(Cc2ccco2)C(=O)Nc2ccc(F)cc2)C(=O)N1c1ccc(F)cc1 (stereo unspecified),19,28,-15,2,7,-6,-18,13,-1
Cc1ccc2cc(C#N)c(SCC(=O)NCC3CCCO3)nc2c1 (stereo unspecified),3,-13,-4,1,-4,6,-4,-3,0
Cc1ccc(NC(=O)COC(=O)C2CCC(=O)N2)c(S(=O)(=O)N2CCOCC2)c1 (stereo unspecified),-10,-3,-33,6,-2,-17,8,10,5
Clc1ccccc1/C=N/c1cc(-c2ccccc2)nn1-c1ccccc1,-17,24,6,.,10,0,16,.,.
CCCCN(C)C(=O)c1cc2cc3ccc(OC)cc3nc2s1,-7,.,-39,-6,12,-7,9,0,8[fluorescence artefact?]
CCOc1cc(/C=N/NC(=O)Cn2nc([N+](=O)[O-])cc2C)cc(Br)c1OCc1ccccc1F,16,-44,17,4,-25,16,-19,7,-7
CN(C(N)=S)c1ccccc1,-4,-36,16,.,-9,12,5,.,.
O=C(Cc1ccc(Cl)cc1Cl)OCC(=O)c1ccc[nH]1,-12,3,7,.,-15,3,13,.,.
CN=C1SC(CC(=O)Nc2ccc(C(=O)O)cc2)C(=O)N1C (stereo unspecified),-1,-134,17,4,-30,-7,0,4,-4
Cc1ccsc1CNn1cnnc1SCc1ccc(Cl)cc1,-4,-6,-13,3,-6,16,4,-4,-5
CCOC(=O)c1ccc(COC(=O)c2ccc3c(c2)-c2ccccc2C3=O)cc1,-12,-23,2,.,-28,15,10,.,.
COc1ccc(NC2CS(=O)(=O)CC2OC(=O)c2ccc(F)cc2)cc1 (stereo unspecified),-27,-1,6,5,6,-16,28,-3,8
C[N+]1(CC(=O)OCCCc2ccccc2)CCOCC1,-1,-17,-32,6,-1,9,4,5,-5
Cc1ccc(C(c2nnnn2C(C)(C)C)N2CCN(C3CCCC3)CC2)cc1 (stereo unspecified),-7,-9,8,-3,-5,-3,8,-22,-1
COC(=O)c1c(C(=O)OC)c(-c2ccc(C)cc2)n2c1CCC2,3,-84,24,.,-11,14,-2,.,.
O=C(/C=C/Sc1ccccc1)c1ccccc1,-13,4,.,2,-1,14,10,3,-3
Cc1ccc(C(c2nnnn2C2CCCCC2)N2CCN3CCCC3C2)cc1 (stereo unspecified),-8,-16,30,4,-30,10,7,-5,-7
CCOC(=O)c1sc(NC(=O)c2cccc(S(=O)(=O)N3CCN(C)CC3)c2)cc1C,.,.,-17,1,7,-15,.,16,-3
Cc1ccc(CNC(=O)CCNC(=O)Cn2ccc3ccccc3c2=O)o1,.,-44,4,-1,-11,-4,.,1,-10
Cc1ccc(S(=O)(=O)Nc2cccc3cccnc23)cc1,0,-9,.,8,-6,-16,-2,9,-3
CC(C)(C)c1ccc(C(=O)N2CCNCC2)cc1,-15,-15,.,7,4,-1,12,11,-7
O=C(Cn1cnc2c(oc3ccccc32)c1=O)N1CCCc2ccccc21,0,-69,3,6,-19,3,1,5,-7
O=C(Oc1ccccc1)N1CCN(c2ccc(F)cc2)CC1,8,6,-2,.,5,13,-8,4,-9
COCCNC(=O)Cn1nc(-c2ccccc2OC)ccc1=O,4,-6,4,8,-13,2,-6,3,-3
COc1ccc(-c2cc(=O)oc3cc(OCc4nn[nH]n4)ccc23)cc1,-8,21,13,5,-28,-20,5,2,0[fluorescence artefact?]
Clc1ccccc1CSc1cc2c(nn1)-c1ccccc1CC2,4,-2,2,.,8,17,-6,.,.
CC(C)(C)n1nnnc1CN1CCN(C2CCCC2)CC1,-5,-2,6,.,15,10,7,.,.
COc1cc(C2N(c3ccc(Cl)cc3)C(=O)C3CCCN32)cc(OC)c1OC (stereo unspecified),5,-16,7,15,-38,-2,-6,6,-6
CCN(C(=O)COc1ccccc1)c1nnc(-c2cccnc2)s1,2,-4,14,9,-10,-7,0,7,5[fluorescence artefact?]
COc1cccc(-n2nnc3c(=O)n(Cc4ccc(Br)cc4)cnc32)c1,-18,-2,23,2,-33,-3,15,6,34[fluorescence artefact?]
O=C(Nc1ccccc1C(=O)O)c1ccc(Cl)c(S(=O)(=O)N2CCOCC2)c1,.,-20,-9,3,-12,-23,.,-5,9
N#Cc1ccc(Oc2nc(C(N)=O)cc(-c3ccccc3)n2)cc1,-10,-4,20,-2,9,-18,9,-7,-3
COC(=O)c1cc(COc2ccc3c(c2)oc(=O)c2ccccc23)c(C)o1,-7,19,0,5,-41,9,7,-4,23
CC1=NN(c2ccc(C)c(C)c2)C(=O)C1C(c1cccc(O)c1)C1C(=O)N(c2ccc(C)c(C)c2)N=C1C (stereo unspecified),14,-10,17,.,4,13,-13,.,.
c1ccc2c(c1)OCC(c1nn3c(Cn4nnc5ccccc54)nnc3s1)O2 (stereo unspecified),-1,0,0,-2,3,4,4,-14,17[fluorescence artefact?]
CC(C)NC(=O)NC(=O)CSc1nnc(COc2ccccc2Cl)o1,-1,-50,-28,.,-12,0,2,.,.
COCCN1C=C(C(=O)OC)C(c2ccc3c(c2)OCO3)C(C(=O)OC)=C1,.,-11,9,8,-10,-1,.,-4,8[fluorescence artefact?]
CCOC(=O)Cn1nc(C)n(-c2ccc(C(C)C)cc2)c1=O,4,7,-17,.,-19,-4,-4,.,.
Cc1ccc(NC(=O)NCCCN2CCCC2=O)cc1,-13,.,.,9,-57,5,11,-13,0
O=C(NCc1ccc2c(c1)OCO2)C1CCC(CNc2c(N3CCCCC3)c(=O)c2=O)CC1 (stereo unspecified),52,36,-14,.,7,8,-52,.,.
CC1(C)CC(=O)c2cc(OCC(=O)NCCCN3CCN(c4ccccc4F)CC3)ccc2O1,18,-21,-17,4,4,6,-18,-8,-4

# Four consecutive records from above:
SMILES,sEH inh,HUVEC tox IL1B,cytoskel mod,Calb biofilm kill,TNFa cytotox,VCAM1 TNFa inh,sEH act,Smad3 inh,ERb SRC1 inh
CC(C)(C)C(=O)Nc1cccc(C(=O)c2cccc(NC(=O)C(C)(C)C)c2)c1,3,-6,-4,-1,-22,3,-4,7,5
O=C(Nc1ccc(Cl)cc1F)C1CCN(S(=O)(=O)c2cccnc2)CC1,10,-11,-3,6,-6,7,-8,5,-3
COC(=O)C(NC=O)C(O)(Cc1ccccc1)C(F)(F)F (stereo unspecified),1,-15,1,8,-29,30,-2,8,-11[fluorescence artefact?]
COc1ccccc1CN(C(=O)c1ccco1)C(C(=O)NC1CCCC1)c1ccncc1 (stereo unspecified),-2,-4,28,-5,-24,-4,3,-4,-1

# Next part
SMILES,sEH inh,HUVEC tox IL1B,cytoskel mod,Calb biofilm kill,TNFa cytotox,VCAM1 TNFa inh,sEH act,Smad3 inh,ERb SRC1 inh
Nc1cc(=O)nc(SCC(=O)NCc2ccccc2)n1CCc1ccccc1,-8,.,21,-3,9,-5,9,0,2
CCCC(=O)N1c2ccccc2C(=C2SC(C(=O)OC)=C(C(=O)OC)S2)C(=S)C1(C)C,-12,-20,-12,6,1,16,12,29,-3
COC(=O)c1ccc(N2C(=O)CC(N(C)CCc3ccc(OC)c(OC)c3)C2=O)cc1 (stereo unspecified),14,-1,18,8,-27,-6,-14,3,-5
O=C(Nc1cccc2c1CCCC2)c1ccco1,10,-17,.,7,-38,4,-8,-5,1[fluorescence artefact?]
COc1ccc(NC(=O)c2cccnc2C(=O)O)c(OC)c1,-1,-20,-2,7,-2,9,0,4,-8
FC(F)(F)c1cc(Oc2ccccc2Cl)nc(-c2ccccn2)n1,-10,19,6,.,4,4,13,.,.
CC(=O)C1=C(C)NC(SCC(=O)c2ccc(Cl)cc2)=C(C#N)C1CC(C)C (stereo unspecified),1,-6,16,2,-7,-4,-3,8,1
Cc1ccc(-c2nc(=S)c3c(n2CCN2CCOCC2)CC(C)(C)OC3)cc1,-7,19,10,10,-1,15,7,13,-18
CCCC/S(CC1CC1(Cl)Cl)=N\S(=O)(=O)c1ccc(C)cc1 (stereo unspecified),-2,-5,-7,-2,-3,-1,2,17,-5
O=C(COc1ccc(S(=O)(=O)NC2CCCCC2)cc1)NC1CCCCC1,11,-9,2,2,-3,4,-11,-12,-2
O=C(O)c1cnc(-c2ccccc2)nc1Sc1cccc(Cl)c1,7,-25,12,.,-38,16,-4,.,.
Nc1nnc(SCc2cc3c(cc2Cl)OCO3)s1,-1,-157,-14,5,-15,12,2,-5,-2
Cc1ccc2c(c1)CCCN2C(=O)c1cccs1,3,-51,4,7,-20,35,0,15[fluorescence artefact?],-23
Cc1ccc(C)c(NS(=O)(=O)c2ccc(OCC(=O)N3CCCC3)cc2)c1,1,-3,15,3,-12,12,-3,6,-3[fluorescence artefact?]
COc1cccc(NC(=O)c2ccccc2NS(C)(=O)=O)c1,-11,-135,-6,4,0,12,6,-1,-2
CC1CCN(C2=NC(=O)/C(=C/c3cn(-c4ccccc4)nc3-c3cccc(S(=O)(=O)N(C)C)c3)S2)CC1,.,-10,-32,.,4,-3,.,.,.
COCCn1c(=O)[nH]c2cc(C(=O)OC)ccc2c1=O,.,-21,-17,9,4,1,.,3,4
Cc1ccc(C(=O)NNC(=O)C2CCN(Cc3ccccc3)CC2)cc1,2,-7,-9,.,-17,16,0,.,.
COc1cccc(Cn2c(NCc3ccccn3)nc3c2c(=O)n(C)c(=O)n3C)c1,5,-21,-13,6,-29,20,-5,-3,-18
Cc1ccccc1OCC(=O)Nc1sc(C(=O)Nc2cccc(C)c2C)c(C)c1C#N,-9,-33,-2,.,-6,17,10,.,.
CC(C)Cn1c(NCCO)nc2ccccc21,-4,-1,8,-1,-25,5,2,6,-14
CCOC(=O)N1CCN(CCC(=O)c2ccc(Cl)cc2)CC1,4,-35,9,4,-28,11,1,-1,-8
CCc1ccc(NC(=O)Cn2nc(C(F)(F)F)c3c2CCC3)cc1,16,-2,0,2,-8,8,-17,-5,-14
CNC(=O)c1ccc(Nc2nnc(C)c3ccccc23)cc1,-2,-30,-3,-3,4,2,7,-3,2[fluorescence artefact?]
CC(C)Cc1nc2oc3c(NCCCN4CCOCC4)ncnc3c2c2c1CCC2,0,-18,33,0,-10,1,2,8,-20
O=C(NCc1ccccc1)c1cc(-c2ccco2)on1,2,12,5,10,.,-1,3,-1,6
CCOCCSc1nnc2nc(C)cc(C)n12,-1,-41,3,5,2,-14,4,7,-10
COc1ccc(S(=O)(=O)NCCSC(C)(C)C)cc1,-4,-81,-10,-2,-7,-5,3,-8,-1
CCOC(=O)C1CCCN(C(=O)Cc2ccc(Cl)cc2)C1 (stereo unspecified),9,-5,16,4,-22,3,-8,11,-3
NC(=O)c1sc2nc(-c3ccco3)ccc2c1N,-6,15,-4,.,10,8,7,.,.
